From PubChem BioAssay
Htt clearance: clearance of mutant huntingtin inclusions, primary screen, imaging, HeLa Exon1htt(103Q)mCFP, confocal imaging | aggregate imaging; zero = plate's median compound well | inhibition, % at 1.5 µM | hit rate 0.42% among 47,000;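 active = inhibition of aggregate fluorescence above about 70%, also judged a hit by eye on the cell image, limit read from the data, passing the limit was not always enough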;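 note: cells exposed to compound for three days before fixation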
Htt clearance grain fraction: also measured in Htt clearance; calls as there; fraction fluorescence in grains; measured here: aggregate grain fluorescence fraction; active compounds read low;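 scaled fraction of total cell fluorescence in grains with unit not stated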
Starred values were filed as active, the others as inactive. A portion of the library; count on the stated rates, not on these rows.

molecule	Htt clearance	Htt clearance grain fraction
CCOc1nc(NC(C)C)nc(NC(C)C)n1	23.9	30.6
CN(C(=O)c1cccc(Nc2ccc(-c3ccc4c(c3)OCCO4)nn2)c1)C1CCCCC1	-16.2	22.5
O=C(CSc1ncnc2c1nnn2-c1ccc(F)cc1)NCC1CCCO1 (stereo unspecified)	-60.1	61.5
O=C1NC(NS(=O)(=O)c2ccccc2)(C(F)(F)F)C(=O)N1Cc1cccnc1 (stereo unspecified)	15.4	28.9
c1csc(C(c2nnnn2C2CCCCC2)N2CCN(c3nc4ccccc4s3)CC2)c1 (stereo unspecified)	-17.8	23.2
Cc1cccc(CC(=O)OCn2nnc3ccccc3c2=O)c1	18.6	39.4
CCCCOC(=O)C1=C(C)Nc2ncnn2C1c1cccc(OC)c1 (stereo unspecified)	12.3	16
O=C(Nc1ccc(-n2cnnn2)cc1)C1CCC1	6.6	35
Cc1ccc(SCCC(=O)N(C)C)cc1	-3.9	17.7
COc1ccc(CNC(=O)C(c2ccco2)N(Cc2ccccc2)C(=O)Cc2cccs2)cc1 (stereo unspecified)	23.8	14.3
O=C1CC(c2ccco2)CC(O)=C1C=Nc1cc(Cl)ccc1O (stereo unspecified)	5.0	40.7
O=C(NC1CC1)c1ccc(CS(=O)(=O)c2c(Cl)cccc2Cl)o1	54.5	22.6
COc1cc(C(C)=O)ccc1OCC(=O)c1cc(C)n(C2CC2)c1C	18.2	34.7
c1ccc(-n2c(-c3ccncc3)nnc2-c2ccco2)cc1	60.2	7.61
O=C(NC1CCCCC1)N1CCN(Cc2nc3ccccc3c(=O)[nH]2)CC1	20.3	15.2
O=C(NC1CCCC1)C(c1ccccc1)N(Cc1ccco1)C(=O)Cc1cccs1 (stereo unspecified)	59.7	7.78
COCC(=O)Nc1nnc(COc2ccc(Cl)cc2)s1	29.4	12.8
COc1ccc(S(=O)(=O)NCCSCc2ccco2)cc1	23.4	23.5
Cc1ccc(-n2nnnc2SCc2nnc(-c3ccccc3Br)o2)cc1	52.1	15.7
Cc1nnc(SCc2ccc(C(=O)O)cc2)s1	-16.2	23.4
Cn1ccnc1Sc1nc2c(c(=O)n(C)c(=O)n2C)n1C	26.6	28
CCOc1ccccc1-n1c(SCC(=O)NC(C)(C)C)nnc1-c1ccoc1C	35.6	13.3
Cc1cccc(N2CCN(C(=O)CCCSc3nc4ccccc4[nH]3)CC2)c1C	40.2	23.6
CCOC(=O)CC(=O)CSc1ccc2nnc(-c3ccccc3)n2n1	36.9	21.6
COc1ccc(-c2csc(Cc3nnc4n3CCCCC4)n2)cc1OC	-53.2	30
Cc1c(N=Cc2ccc(Cl)o2)c(=O)n(-c2ccccc2)n1C	32.3	24.3
Cc1ccc(S(=O)(=O)c2cc3c(=O)n4ccccc4nc3n(CC3CCCO3)c2=N)cc1 (stereo unspecified)	15.7	14.5
Cc1nc(SCC(=O)NCc2ccco2)c2oc3ccccc3c2n1	-40.9	44.6
N#CCSc1nnc2c(Cl)cc(Cl)cn12	47.3	11
COc1ccc(-c2nnn(CC(=O)N(C3CCCCC3)C(C)C(=O)NC3CCCC3)n2)cc1OC (stereo unspecified)	0.9	40.2
c1ccc(OCc2nc3ccccc3[nH]2)cc1	28.6	13.3
Cc1ccsc1C1NC(=O)c2c(sc3c2CCN(C)C3)N1 (stereo unspecified)	-41.0	57.8
COc1ccc(Nc2nc(Nc3ccc(OC)cc3)nc(-n3[nH]c(=O)c(C)c3C)n2)cc1	-1.2	35
COc1cc(OC)c(C2CC(=O)N3CN(c4ccc(C)cc4)CSC3=C2C#N)cc1OC (stereo unspecified)	-16.2	39.3
C=CCNc1ncnc2c1ncn2C1OC(CO)C(O)C1O (stereo unspecified)	-54.0	48.8
COc1ccc(C2SCCN2S(=O)(=O)c2ccc(F)cc2)cc1OC (stereo unspecified)	12.2	31.8
CCOC(=O)CSc1nc(NCc2ccco2)c2ccccc2n1	1.2	39.6
O=[N+]([O-])c1cc(/C=N/N2CCN(C3c4ccccc4-c4ccccc43)CC2)ccc1Cl	21.5	24.5
CC(C)=CC(=O)Nc1nnc(-c2cccnc2)s1	58.0	14.7
COc1ccc(NC(=O)C=C(C)C)cc1Cl	-49.3	24.1
COc1ccc(OC)c(-n2c(C)nc3cc(C(=O)O)ccc32)c1	73.5*	9.13*
Cc1c(CCC(C)C)c(=O)n2c([nH]c3ccccc32)c1C#N	12.7	17.9
N#CC1=C(N)Oc2n[nH]c(-c3ccccc3)c2C1c1ccncc1 (stereo unspecified)	44.9	18.8
CCn1ncc(C2=NOC(C(=O)NCCc3ccccc3)C2)c1C (stereo unspecified)	24.6	13.6
Cc1ccc2[nH]c(=O)c(CN(Cc3ccccc3Cl)C(=O)N3CCOCC3)cc2c1	23.0	16.1
CCOC(=O)C(=Cc1ccc(F)cc1)C(=O)OCC	-26.2	38.4
Cc1nc(-c2ccccn2)sc1C(=O)Nc1ccc(F)cc1F	-42.4	30.4
COc1ccc(C(=O)Nc2nc3nc(-c4ccccc4)cc(=O)n3[nH]2)cc1	6.0	19.6
Cc1cc(=O)c2c(C)nn(-c3ccccc3)c2[nH]1	-39.2	47.4
CC(=O)c1ccc2cccc3c2c1N=CN3C	53.4	14.3
Cc1ccc(C(=O)NC2CC(C)(C)NC(C)(C)C2)c(C)c1	-0.7	37.3
Cc1cc(NC(=O)CN2CCN(c3ncccn3)CC2)no1	9.7	36.4
CCOc1ccc(OCC)c(-c2c(=O)n(OCc3ccccc3C(=O)OC)c3ccccc3[n+]2[O-])c1	24.1	23.4
COc1ccc(CCNC(=O)CCCn2c(SCC#N)nc3ccccc3c2=O)cc1OC	53.0	17.6
Cc1cc(NC(=O)CSc2nnc(-c3ccc(Br)o3)n2Cc2ccccc2)no1	44.3	22
Cc1ccc(C(=O)N2c3ccccc3N(Cc3ccccc3)C(=O)C2(C)C)cc1	5.3	36.6
Cc1ccc(-c2cc(C(=O)N3N=C(C(F)F)CC3(O)C(F)F)c3ccccc3n2)cc1C (stereo unspecified)	-24.9	48.5
CSc1nnc2c3c4c(sc3nc(-n3nc(C)cc3C)n12)COC(C)(C)C4	-58.4	57.2
CCSc1nc(O)c(CC)c(=O)n1C(C)CC (stereo unspecified)	9.1	16.2
O=C1NC(c2ccncc2)Nc2sc3c(c21)CCCC3 (stereo unspecified)	-14.4	21.9

Quoted at random: two records from the list, in no set order.
molecule	Htt clearance	Htt clearance grain fraction
CCn1ncc(C2=NOC(C(=O)NCCc3ccccc3)C2)c1C (stereo unspecified)	24.6	13.6
COc1ccc(Nc2nc(Nc3ccc(OC)cc3)nc(-n3[nH]c(=O)c(C)c3C)n2)cc1	-1.2	35

Returning to the listing, starting two compounds before the break.
molecule	Htt clearance	Htt clearance grain fraction
CCSc1nc(O)c(CC)c(=O)n1C(C)CC (stereo unspecified)	9.1	16.2
O=C1NC(c2ccncc2)Nc2sc3c(c21)CCCC3 (stereo unspecified)	-14.4	21.9
NC(=O)CSc1nnc(-c2cccnc2)n1Cc1ccccc1	36.9	13
Cc1ccc(-c2cn(S(=O)(=O)c3cccc4nsnc34)nc2N)cc1	-3.3	21
COc1ccc(CNc2cc(C)nc3ncnn23)c(OC)c1	54.0	13.8
COc1cc(C(=O)NCCc2ccc3c(c2)OCCO3)ccc1OCC(=O)N1CCOCC1	62.3	14.3
CN1CC(=O)N(C)c2ncn(Cc3ccccc3)c2C1=O	14.8	29.3
C=CCn1c(NCc2c[nH]c3ccccc23)nc2ccccc21	41.5	11.3
CCOC(=O)/C(N=O)=C(\O)C1CCN(C(=O)OCC)CC1	-3.0	17.9
CC1=C(C(=O)Nc2ccc(Cl)cc2)C(c2ccco2)NC(=O)N1 (stereo unspecified)	36.7	25.5
Cc1cccc(-c2nc(CN3CCCC(C(=O)NC4CCC(C)CC4)C3)c(C)o2)c1 (stereo unspecified)	-30.9	48.5
CCCN(CC1CC1)C(=O)COC(=O)c1[nH]c(C)c(C(=O)OCC)c1C	-0.2	20.5
COc1ccc(N2CCN(CCCNS(=O)(=O)c3c(C)noc3/C=C/N(C)C)CC2)cc1	1.8	30.4
Cc1ccc(-n2c3c(cc(C(=O)O)c2=O)C(=O)CC(C)(C)C3)cc1	20.1	15.3
CC(C)(C)c1ccc(C(=O)N2CCC(C(=O)NCC3CCCO3)CC2)cc1 (stereo unspecified)	-57.4	27.1
Cn1nnnc1SCC(=O)N(C1CCCCC1)C1CCCCC1	17.1	30
COc1cccc(NC(=O)Cc2ccc(C)cc2)c1	2.4	36.9
COc1ccccc1-n1c(SCC(=O)Nc2ccccc2C)nc(O)cc1=O	-17.6	43.3
CCOc1ccc(Nc2nc(Cc3nnc(SCC(=O)O)o3)cs2)cc1	-60.2	68.6
O=C(Nc1ccc2ccccc2c1)c1cnccn1	16.4	14.8
COc1ccc2cc3cc(C(=O)NCCCN4CCOCC4)oc3nc2c1	-74.0	36
COc1ccccc1-n1cnc(N)c1C(=O)c1ccccc1	-23.5	52.1
CCOC(=O)c1c2n(c3ccc(OC(C)=O)cc13)CCC2	14.7	31.5
O=C1CSC(=O)N1CC(O)COc1ccc(Cl)cc1 (stereo unspecified)	-21.3	43.2
O=C(CS(=O)(=O)Cc1ccccc1)Nc1cccnc1	-38.6	27.3
CCOc1ccccc1Nc1ncnc2ccccc12	8.7	34.1
COc1cnn(-c2ccccc2)c(=O)c1N(C)C	6.4	19.2
COc1cc2c(cc1OC)CN(C(=O)CSc1nnc(C)s1)CC2	-22.7	22.8
CCOc1ccc(C2C(C(=O)c3ccco3)=C(O)C(=O)N2Cc2cccnc2)cc1OC (stereo unspecified)	6.8	17.5
O=C(O)C1C2C=CC(C3CC23)C1C(=O)O (stereo unspecified)	-70.2	31.6
Cc1ccc(NC(=O)c2ccnc(C(C)(C)C)c2)cc1	32.0	12.6
CCCCOC(=O)Nc1cc(C)c(Cl)cc1OC	3.0	22.7

Given with values ahead of the structure: entries from further up.
Htt clearance	Htt clearance grain fraction	SMILES
-39.2	47.4	Cc1cc(=O)c2c(C)nn(-c3ccccc3)c2[nH]1
44.3	22	Cc1cc(NC(=O)CSc2nnc(-c3ccc(Br)o3)n2Cc2ccccc2)no1
-24.9	48.5	Cc1ccc(-c2cc(C(=O)N3N=C(C(F)F)CC3(O)C(F)F)c3ccccc3n2)cc1C (stereo unspecified)
6.4	19.2	COc1cnn(-c2ccccc2)c(=O)c1N(C)C
-40.9	44.6	Cc1nc(SCC(=O)NCc2ccco2)c2oc3ccccc3c2n1
-14.4	21.9	O=C1NC(c2ccncc2)Nc2sc3c(c21)CCCC3 (stereo unspecified)
59.7	7.78	O=C(NC1CCCC1)C(c1ccccc1)N(Cc1ccco1)C(=O)Cc1cccs1 (stereo unspecified)

Next structures:
Values in the order – Htt clearance	Htt clearance grain fraction
COc1ccc(CCNc2oc(-c3ccco3)nc2C#N)cc1
  -7.8	49.9
CC(C)Sc1cc(N2CCOCC2)nc(-c2ccc(Cl)cc2)n1
  -10.5	37
Cc1ccccc1N(CC(=O)NCc1ccncc1)S(C)(=O)=O
  10.8	39.2
FC(F)(F)c1cc(-c2ccccc2)nc(-n2cncn2)n1
  -21.7	43.3
COC(=O)C1CCN(C(=O)COC(=O)c2n[nH]c3ccccc23)CC1
  -27.3	39.1
COc1ccc(CNC(=O)c2cc(-c3ccccc3O)n[nH]2)cc1
  24.4	25.8
CN(C)CCCNCCCNC(=O)c1ccco1
  8.4	33.6
Cc1cc(N2CCCC2)nc(-c2ccccc2O)n1
  16.6	26
Cc1ccc(S(=O)(=O)Nn2c(C)nnc2-n2nc(C)cc2C)cc1
  -36.4	46.2
S=c1nc(-c2ccccc2)[nH]n1-c1ccccc1
  -23.3	45.3

A draw from above in order of molar mass, highest first:
Values in the order – Htt clearance	Htt clearance grain fraction
COc1ccc(CNC(=O)c2cc(-c3ccccc3O)n[nH]2)cc1
  24.4	25.8
FC(F)(F)c1cc(-c2ccccc2)nc(-n2cncn2)n1
  -21.7	43.3
CN(C)CCCNCCCNC(=O)c1ccco1
  8.4	33.6

More results
Values in the order – Htt clearance	Htt clearance grain fraction
O=C(O)CCNS(=O)(=O)c1ccc2c(c1)Cc1ccccc1-2
  23.2	29.2
c1ccc2c(c1)ncn2CCN1CCCCC1
  -32.7	26.5
O=C(Nc1ncnc2sc3c(c12)CCCCC3)c1ccco1
  21.5	16
CNc1nc(SC)nc(N2CCOCC2)n1
  39.5	10.8
CC1(C)C/C(=N\O)c2cc3c(nc2C1)CCCC3
  -19.0	43.7
Cc1cc(C)c(NC(=O)CCCN2CCOCC2)c(C)c1
  -11.1	21.3
